Screening data as filed in PubChem.
SRC2 inh: inhibition of GAL4-SRC2 driven luciferase reporter, primary screen, SRC2 inhibitor project, cell-based, luminescence; inhibition, % at 9 µM; AID 651957, 2012; Nuclear receptor coactivator 2 (Homo sapiens), Q15596; actives 0.17% (n = 370,000); HEK293 GAL4-SRC2 luciferase reporter;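 active = inhibition above the mean inhibition of all tested compounds plus 3 SD, set per campaign, cut at about 52% in these data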;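 note: 0% = DMSO treated cells and 100% = cells given Gossypol at 36 µM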
TLR9-MyD88 block: inhibitors of TLR9-MyD88 association in cells, primary screen, cell-based, CHO, BLA complementation, fluorescence. AID 504734, 2011. inhibition, % at 4.98 µM. CCF4 FRET ratio. Toll-like receptor 9 (Homo sapiens) + Myeloid differentiation primary response protein …. actives 0.21% (n = 340,000);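 active = inhibition above the mean over all tested compounds plus 3 SD, cut at about 21% in these data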;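 note: 0% = DMSO only wells and 100% = clavulanate BLA inhibitor control wells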
SRC3 inh: SRC3 coactivator transcriptional activity inhibitors, primary screen, cell-based, luminescence; Nuclear receptor coactivator 3 (Homo sapiens), Q9Y6Q9; HEK293 GAL4-SRC3 luciferase reporter; inhibition, % at 3.6 µM; actives 0.17% (n = 360,000);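 active = inhibition above a per-campaign cutoff, the mean of all compounds plus 3 SD, cut at about 60% in these data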;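 note: 0% = DMSO-treated cells and 100% = gossypol-treated cells at 36 µM; higher means less SRC3-driven luciferase light from the GAL4 reporter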
Granule exo inh: LAMP-1 surface exposure blockers, TALL-104 cells – cell-based, flow cytometry, MLPCN library, primary screen. actives 0.66% (n = 360,000). inhibition, % at 10 µM. TALL-104 LAMP-1 surface exposure; cells stimulated with thapsigargin and PMA;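 active = inhibition above about 55%, limit read from the data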
NR2F2 inh: NR2F2 transcriptional activity inhibitors, primary screen, cell-based, luciferase reporter, HEK293T, luminescence. HEK293T NGFI-A luciferase reporter. inhibition, % at 8.6 µM. AID 686940, 2013. actives 0.7% (n = 370,000);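 active = inhibition above a per-plate cutoff, mean inhibition of test wells between control levels plus 3 SD, cut at about 38% in these data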;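 note: cells cotransfected with COUP-TFII expression vector driving the NGFI-A reporter; 0% = median of COUP-TF2 test wells and 100% = reporter-only cells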
ABHD5 PLIN5 PPI: ABHD5-PLIN5 interaction inhibitors, primary screen, cell lysate, split luciferase complementation, luminescence | Perilipin-5 (Homo sapiens) + 1-acylglycerol-3-phosphate O-acyltransferase ABHD5 (Homo … | inhibition, % at 4 µM | Split G. princeps luciferase complementation, 4 h | actives 0.78% (n = 360,000) | AID 602281, 2012;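 active = inhibition above the mean inhibition across every tested compound plus 3 SD, cut at about 22% in these data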;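 note: 0% = DMSO only wells and the 100% control is not disclosed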
SRC1 inh: SRC1 coactivator transcriptional activity inhibitors, primary screen, cell-based, luminescence; Nuclear receptor coactivator 1 (Homo sapiens), Q15788; HEK293 GAL4-SRC1 luciferase reporter; inhibition, % at 3.6 µM; actives 0.12% (n = 360,000); AID 588354, 2011;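 active = inhibition above the campaign mean plus 3 SD, with each screening campaign given its own cutoff, cut at about 60% in these data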;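 note: 0% = DMSO treated cells and 100% = gossypol at 36 µM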
TWEAK Fn14 block: inhibitors of TWEAK-Fn14 signaling, primary screen, luciferase reporter cells, uHTS. AID 1159606, 2016. actives 2% (n = 360,000). inhibition, % at 10 µM. TWEAK-stimulated Fn14 reporter cells, luciferase luminescence, 8 h; in the data active = inhibition above about 50%
NOD2-RIPK2 inh: NOD2-RIPK2 binding disruptors in cells, primary screen, fluorescence, CHO cells, BLA complementation; Receptor-interacting serine/threonine-protein kinase 2 (Homo sapiens), O43353; CCF4 ratio; inhibition, % at 4.98 µM; actives 0.38% (n = 360,000); AID 624267, 2012; in the data active = inhibition above about 21%;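 note: 0% = vehicle only and 100% = reference blocker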
LRH-1 inv ag: LRH-1 (NR5A2) inverse agonists, primary screen, cell-based, luminescence, HEK293T, StAR-luciferase reporter; actives 0.13% (n = 360,000); LRH-1 transfected, 24 h; Nuclear receptor subfamily 5 group A member 2 (Homo sapiens), O00482; inhibition, % at 3.6 µM;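 active = inhibition above the mean inhibition of all tested compounds plus 3 SD, cut at about 73% in these data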;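 note: 0% = DMSO wells and 100% = reporter-only cells lacking LRH-1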
TROY signal inh: inhibitors of TROY-driven NF-kB signaling, primary screen, Q293 LMP1-TROYcd cells, NF-kB luciferase, uHTS; Q293 LMP1-TROYcd NF-kB luciferase reporter, 4 h; inhibition, % at 10 µM; actives 0.98% (n = 360,000); AID 1347056, 2019;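 active = compounds whose plate-normalised and pattern-corrected inhibition of the luciferase reporter signal at the single screening dose is 50% or more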
An asterisk follows results filed as active; . = not tested or not shown.

Results follow in this order: SRC2 inh, TLR9-MyD88 block, SRC3 inh, Granule exo inh, NR2F2 inh, ABHD5 PLIN5 PPI, SRC1 inh, TWEAK Fn14 block, NOD2-RIPK2 inh, LRH-1 inv ag, TROY signal inh
> Cc1cnc(C(=O)OCc2c(C)cc(C(C)(C)C)cc2C)cn1
→ 4, 11, 13, 64*, 10, 2, 2, -10, -9, 5, 13
> O=C1NC(c2ccc(Cl)cc2)=COc2ccccc21
→ 3, 2, 10, -17, 1, -4, -30, -14, 1, 8, -36
> COc1ccc(C(=O)N2CCN(c3ccc(NC(=O)c4cccnc4)cc3)CC2)cc1
→ 12, 3, 15, -4, 10, 3, -3, 13, -7, 9, -3
> Cc1ccc(Cl)cc1-c1ccc(/C=N/n2cnnc2)o1
→ -9, 1, 13, -2, -13, 5, -4, 0, -4, 24, -11
> CC(=O)Nc1ccc(Oc2cc(NC(C)=O)cc([N+](=O)[O-])c2)cc1
→ 6, -5, 16, 3, 14, 6, -1, 8, -5, -17, 20
> COc1ccccc1CNC(=O)C[n+]1ccccc1
→ -16, -2, -4, 3, -12, 14, -4, 5, -2, 0, -14
> COc1ccc(-c2nc3cc(C)ccn3c2NCc2ccc3c(c2)OCO3)cc1
→ -27, 0, -34, 4, -19, 4, -18, -39, -3, -3, -30
> CC(C)Cn1cc(C(=O)NCCCOC(C)C)c2c3ccccc3n(C)c2c1=O
→ -18, -2, 0, 0, 7, -3, -5, 30, 9, 0, -11
> COc1ccc(CSC2=CS(=O)(=O)c3ccccc3N2)cc1
→ 1, 3, -3, -4, 14, 2, -7, -1, -6, -1, 3
> Cc1ccc2c(c1)c1c3n2CCCNC3CCC1 (stereo not given)
→ 16, -12, 5, 0, -2, 8, -14, 3, 3, -8, 10
> Cc1cccc(Oc2ncnc3oc(-c4ccccc4)cc23)c1C
→ 0, -6, 1, -3, 7, 0, -8, -11, -5, 6, -20
> CN(C)C=Nc1ncc2c3ccccc3n(CCN(C)C)c2c1C#N
→ 38, -11, 46, -2, 5, 10, 36, 28, -10, 10, 15
> CCOc1ccc(-c2cc(CCCC(=O)NCc3ccco3)no2)cc1
→ 60*, -9, -20, -1, 43*, 0, -3, 16, 5, 9, 5
> N/C(=N\c1nc2ccccc2o1)NC(=O)c1ccccc1NC(=O)c1ccccc1
→ -27, 6, -19, 2, -16, -5, 6, 39, -5, -15, -5
> COC(=O)c1cc2cc(Cl)ccc2nc1SC
→ -1, 5, 17, -6, 18, 1, 10, -28, 2, -9, -20
> O=C(c1ccco1)N1CCN=C1SCc1cccnc1
→ -9, -6, 16, -3, 17, -21, -13, -5, -17, -7, 6
> COc1ccc2oc(=O)c(C(=O)O)cc2c1
→ -19, 0, 3, -1, 8, -5, 5, -8, -4, -6, -9
> CC1CCCC(C)N1NC(=O)c1ccc(Cl)c(S(N)(=O)=O)c1 (stereo not given)
→ -3, 10, -7, 0, -4, -2, 9, 2, -9, 6, -8
> COc1cc(C(=O)NC(=S)N(CCc2ccccc2)CCc2ccccc2)cc(OC)c1OC
→ 0, -9, 18, -2, 8, 1, 16, 38, -12, 13, 70*
> COc1ccccc1NC(=O)c1cc(C)oc1C
→ -10, 1, 9, -3, 4, 0, -9, -6, -12, 3, -13

(cont.)
Results follow in this order: SRC2 inh, TLR9-MyD88 block, SRC3 inh, Granule exo inh, NR2F2 inh, ABHD5 PLIN5 PPI, SRC1 inh, TWEAK Fn14 block, NOD2-RIPK2 inh, LRH-1 inv ag, TROY signal inh
> O=C(NC1CCCCCC1)c1cccc(S(=O)(=O)N2CCOCC2)c1
→ -19, 2, -15, -20, 9, 13, -8, -7, 3, 9, -16
> Cc1ccc(NC(=O)C2CCCN2C(=O)Oc2ccccc2)c(C)c1 (stereo not given)
→ 0, -8, 8, -1, 2, -5, -6, 0, -9, -7, -2
> O=C(Oc1cccc(-c2cnc3ccccc3n2)c1)c1ccco1
→ -23, -4, -38, -2, -57, -6, -76, 12, -3, -109, -63
> COc1cc(C=O)ccc1OCc1cn(CC(=O)c2ccc(O)cc2)nn1
→ 13, -12, 3, -7, 7, 1, 12, -6, -3, -6, 8
> O=C(O)c1ccc(CSCc2ccco2)cc1
→ -12, 3, 21, 8, -8, -4, 2, -6, -3, 6, 9
> O=C(NCC(=O)N1CCN(c2ccc([N+](=O)[O-])cc2)CC1)c1ccco1
→ -2, -3, -6, 13, 15, 6, 16, 0, -19, 10, 0
> CC1(C(=O)NCc2ccccc2)CN(S(C)(=O)=O)CC(=O)N1Cc1cccc(F)c1 (stereo not given)
→ -17, ., ., -2, -10, -12, ., ., -20, -7, .
> O=C1C(=O)N(CCCN2CCOCC2)C(c2ccc(F)cc2)/C1=C(/O)c1ccccc1 (stereo not given)
→ 14, -1, -26, 2, -2, 4, -1, 9, -4, 8, 2
> CC(C)Cc1nc2oc3c(NCc4cccnc4)ncnc3c2c2c1CCC2
→ -28, -8, 4, 4, 1, 2, -4, -11, -7, -7, 11
> Cc1nnc(SCC(=O)Nc2cc(C(F)(F)F)ccc2N2CCOCC2)o1
→ 14, -3, 2, 5, 1, 1, -3, -2, -1, -7, 4
> O=C(CSc1nc2ccccc2n1CC(=O)N1CCOCC1)N1CCCC1
→ -12, -9, 3, 2, -8, -6, -26, 0, 5, -7, -11
> Cc1ccc2cccc(N=Cc3c(C)[nH]n(-c4ccccc4)c3=O)c2n1
→ 3, 9, 5, 51, 10, 2, -9, -62, 5, 14, -42
> O=C(CCCN1C(=O)c2cccc3cccc(c23)C1=O)N1CCN(c2ccccn2)CC1
→ -8, -2, -2, -2, 4, 4, -3, 1, -8, -19, -12
> COc1ccc(S(=O)(=O)NC2(C(F)(F)F)N=C(c3ccccc3)NC2=O)cc1 (stereo not given)
→ 10, 4, 24, 4, -2, 0, 2, 6, -12, -2, 13
> Cc1ccc(NC(=O)c2ccc(S(=O)(=O)N3CCOCC3)cc2)c(C)c1
→ 10, 3, 1, -2, -5, 3, 11, 30, -10, 6, -6
> COc1ccc(C2=NS(=O)(=O)N(C)C(C(=O)Nc3ccc(OC)c(OC)c3)=C2)cc1
→ -30, 0, 8, -4, 2, -3, 4, 17, 5, 6, 5
> O=C(Nc1ccccc1)c1cc(S(=O)(=O)NCc2ccncc2)ccc1Cl
→ 21, 4, 27, 2, 35, 3, 4, 21, -12, 27, -4
> O=C(CNC(=S)N(CCCN1CCOCC1)Cc1cccs1)NC1CCCCCCC1
→ -8, -7, -13, -3, -1, 1, -24, -7, -2, -3, -4
> O=C(Nc1ccccc1F)c1cc2c(s1)-c1ccccc1S(=O)(=O)C2
→ -9, 9, -12, -7, 22, -2, -11, -31, 12, 1, -1
> O=C(NNC1CC(=O)N(c2ccc3c(c2)OCCO3)C1=O)c1ccccc1 (stereo not given)
→ -14, 4, 6, 2, -11, 1, -28, 4, -3, -13, -12

Additional results.
Results follow in this order: SRC2 inh, TLR9-MyD88 block, SRC3 inh, Granule exo inh, NR2F2 inh, ABHD5 PLIN5 PPI, SRC1 inh, TWEAK Fn14 block, NOD2-RIPK2 inh, LRH-1 inv ag, TROY signal inh
> COc1ccc(N2CCN(CCCNC(=O)C3CCN(S(=O)(=O)N4CCOCC4)CC3)CC2)cc1
→ 7, -1, 17, -1, -4, 0, 1, 0, -3, 1, 92*
> O=C1N2c3ccccc3CCc3cccc(c32)C1(O)C(F)(F)F (stereo not given)
→ -13, 4, 0, 2, 4, -11, -2, 7, 6, -6, -11
> CCCCC[C@@H]1C=C(C(=O)O)[C@H](c2ccc(CC)cc2)N1S(=O)(=O)c1ccc(C)cc1
→ 9, -6, 14, -1, -5, 8, 16, -9, -6, 13, 17
> COc1ccc(NC(=O)c2cc3ccccc3cc2O)cc1
→ -46, 2, -99, 2, -14, 48*, -73, 33, 1, -157, 34
> O=S(=O)(NN1CCOCC1)c1ccc(Br)cc1
→ -17, 3, 9, 1, 6, -22, -24, -10, -6, -5, -10
> Fc1ccc(CSc2nncn2NCc2ccccc2)cc1
→ 12, -3, 1, 0, 4, 8, 4, 77*, -4, -5, 49
> O=C(CN1CCN(S(=O)(=O)c2ccc(F)cc2)CC1)Nc1ccc(F)cc1F
→ -29, 14, -15, -2, -10, -4, -20, -36, 4, -36, -28
> Cc1ccccc1CNc1nc(N)n(-c2ccccc2)n1
→ -36, 0, -2, -2, -1, 3, -13, -8, 2, -24, -3
> COc1ccc(C(=O)CSc2nc(=O)n3ccc(C)cc3n2)cc1
→ 17, -6, -28, 2, -21, -2, -6, -21, 9, -24, 7
> COc1ccc(C2=NS(=O)(=O)N(C)C(C(=O)N(C)Cc3ccccc3)=C2)cc1OC
→ -16, -12, 5, -4, 2, -4, -3, -5, 10, 17, 11
> O=S(=O)(Nc1nc2ccccc2nc1NCCO)c1cccc(Cl)c1
→ -5, -4, -2, 0, -5, 3, -5, -33, 5, -3, -15
> COc1ccc(S(=O)(=O)N2CC(C)N(C(=O)N(C)C)C2C)cc1 (stereo not given)
→ 5, 5, -3, -11, -12, 4, 10, 6, -4, 18, 8
> O=C(O)C12CC3CC(C1)CC(n1ncc(NCc4ccccc4)c(Cl)c1=O)(C3)C2
→ -27, -9, 22, 1, -5, -8, -11, -15, -5, 1, 18

Entries listed above that bear a hit mark in Granule exo inh.
molecule | SRC2 inh | TLR9-MyD88 block | SRC3 inh | Granule exo inh | NR2F2 inh | ABHD5 PLIN5 PPI | SRC1 inh | TWEAK Fn14 block | NOD2-RIPK2 inh | LRH-1 inv ag
Cc1cnc(C(=O)OCc2c(C)cc(C(C)(C)C)cc2C)cn1 | 4 | 11 | 13 | 64* | 10 | 2 | 2 | -10 | -9 | 5

Not all compounds are listed, so the mix of outcomes need not match the whole.
